Compound activity: PubChem BioAssay, several laboratories
GRK2 inh = compounds blocking aptamer binding on GRK2 – biochemical, human GRK2, bead flow cytometry, HTS, primary screen; Beta-adrenergic receptor kinase 1 (Homo sapiens), P25098; FAM-aptamer displacement from GRK2; inhibition of aptamer binding, % at 10 µM; 0.59% of 330,000 active;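 active = inhibition of aptamer binding above 40%, roughly 3 SD of noise, on plates passing a quality check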;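 note: median bead fluorescence of bound FAM aptamer so fluorescent compounds give negative values; no value below 0 was filed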
LAP4-GFP MLPCN = modulators of LAP4-GFP expression in yeast, primary screen, S. cerevisiae, multiplex flow cytometry, MLPCN library. 0.34% of 320,000 active. GFP response vs DMSO, % at 10 µM. 3 h; median GFP as percent of DMSO wells;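 active = GFP response vs DMSO above a set limit, about the screen mean plus 3 SD, cut at about 150% in these data; inconclusive = under 70 cell events counted for the yeast strain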
VLA-4 inh = inhibition in human VLA-4 binding assay, primary screen, VLA-4 allosteric modulator project, MLPCN library, flow cytometry, VLA-4 expressing cells. Integrin alpha-4 (Homo sapiens), P13612. 0.2% of 330,000 active. inhibition, % (about 7 µM as worked out from the volumes in the protocol). ligand binding flow cytometry; in the data active = inhibition above about 50%
GASC-1 inh = inhibitors of GASC-1 histone demethylase, primary screen, biochemical, fluorescence, DELFIA europium. inhibition, % at 2.35 µM. AID 2099, 2009. 0.069% of 330,000 active. GST-JMJD2C(1-420) H3K9me3 demethylation;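 active = more than half of a compound's replicate wells show inhibition beyond 50%, single wells judged on their own value; inconclusive = some, but no more than half, of replicates pass 50% inhibition; inactive = no replicate passes 50% inhibition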;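 note: signal counts dimethyl H3K9 product captured on neutravidin plate; 0% = median of DMSO wells and 100% = 0.3 times that DMSO median; strong numbers were not always called active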
Target sequence (Q9H3R0 1-420 limits assumed): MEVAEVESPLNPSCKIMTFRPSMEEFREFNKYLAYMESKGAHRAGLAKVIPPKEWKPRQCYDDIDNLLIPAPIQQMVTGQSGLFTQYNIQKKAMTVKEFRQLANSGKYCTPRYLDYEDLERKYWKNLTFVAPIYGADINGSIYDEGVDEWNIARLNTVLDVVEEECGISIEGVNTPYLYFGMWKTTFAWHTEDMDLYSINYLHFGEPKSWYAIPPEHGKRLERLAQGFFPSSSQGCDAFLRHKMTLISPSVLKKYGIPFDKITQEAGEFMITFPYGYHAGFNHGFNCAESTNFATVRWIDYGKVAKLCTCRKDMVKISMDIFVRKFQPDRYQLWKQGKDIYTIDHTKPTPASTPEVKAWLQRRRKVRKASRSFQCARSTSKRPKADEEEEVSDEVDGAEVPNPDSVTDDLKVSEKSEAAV
CIT2 TOR yeast = modulators of CIT2-GFP expression in yeast, primary screen, S. cerevisiae, GFP fusion, multiplex flow cytometry, MLPCN library; S. cerevisiae CIT2-GFP strain, 3 h; 100 means same as DMSO wells; GFP response vs DMSO, % at 10 µM; AID 2029, 2009; 0.065% of 320,000 active;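 active = GFP response relative to DMSO above a set limit, near the screen mean plus 3 SD, cut at about 150% in these data; inconclusive = Fewer than 70 cells measured for a yeast strain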;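 note: ratio of well median GFP fluorescence to mean of DMSO wells on the plate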
RPL19A-GFP yeast = RPL19A-GFP expression modulators in yeast, primary screen, cell-based, S. cerevisiae, multiplex flow cytometry, MLPCN; AID 2025, 2009; percent response vs DMSO, % at 10 µM; 0.3% of 330,000 active; S. cerevisiae RPL19A-GFP strain, 3 h; hits give low values;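 active = percent response vs DMSO below 50%; inconclusive = fewer than 70 events counted for the yeast strain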;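 note: median channel GFP fluorescence of the barcoded RPL19A-GFP strain; ratio of sample median GFP to plate DMSO average so 100% = DMSO; lower means less RPL19A-GFP as with rapamycin TOR inhibition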
MEP2 TOR yeast = modulators of MEP2-GFP levels in yeast, primary screen, S. cerevisiae, multiplex flow cytometry, MLPCN library; S. cerevisiae MEP2-GFP strain, 3 h; 100% = DMSO control level; GFP response vs DMSO, % at 10 µM; 0.51% of 330,000 active; AID 2016, 2009;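 active = GFP response versus DMSO above a set limit, roughly screen mean plus 3 SD, cut at about 180% in these data; inconclusive = fewer than 70 cells counted for a yeast strain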;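 note: median GFP fluorescence of the barcode-gated MEP2-GFP cells per well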
AGP1-GFP MLPCN = modulators of AGP1-GFP expression in yeast TOR pathway, primary screen, cell-based, multiplex flow cytometry, S. cerevisiae, MLPCN library | 3 h; GFP as percent of DMSO wells | GFP response vs DMSO, % at 10 µM | 0.02% of 320,000 active | AID 2066, 2009;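 active = GFP response relative to DMSO above a set limit, near screen average plus 3 SD, cut at about 150% in these data; inconclusive = fewer than 70 cells counted for the yeast strain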;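 note: median GFP channel fluorescence of the gated AGP1 strain per well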
Starred values were filed as active, the others as inactive; ? = inconclusive; . = not tested or not shown.

# | SMILES | RPL19A-GFP yeast | VLA-4 inh | GASC-1 inh | AGP1-GFP MLPCN | MEP2 TOR yeast | CIT2 TOR yeast | GRK2 inh | LAP4-GFP MLPCN
1 | CCOc1c(Br)cc(C(N)=O)cc1OC | 93.5 | 7.5 | -0.2 | 94.7 | 113.3 | 93.8 | 0.0 | 104.9
2 | CC(=O)OC(C(=O)n1nc(C)cc1C)c1ccccc1 (stereo not drawn) | 99.7 | -5.2 | -1.6 | 103.3 | 97.3 | 105.6 | 4.0 | 100.0
3 | CC(C)C(NS(=O)(=O)c1ccc2c(c1)OCCCO2)C(=O)O (stereo not drawn) | 104.4 | 23.8 | 1.2 | 101.5 | 96.3 | 105.3 | 10.0 | 97.0
4 | O=C(c1cccc(-c2ccc(O)cc2)c1)N1CCOCC1 | 90.5 | -6.1 | 1.9 | 106.2 | 110.2 | 97.7 | 0.0 | 88.4
5 | CCCOc1ccc(C2(C(=O)O)CCCC2)cc1 | 100.5 | 2.0 | 11.1 | 90.4 | 100.5 | . | 3.0 | 129.4
6 | O=C(Cc1csc(-c2ccccc2)n1)NCc1cccs1 | 98.9 | -4.2 | 8.5 | 99.3 | 91.3 | 80.5 | 2.0 | 112.3
7 | COc1cc(N(C)C)c([N+](=O)[O-])cc1C(=O)N1CCN(Cc2ccccc2)CC1 | 95.4 | -1.2 | 4.0 | 96.5 | 102.3 | 102.0 | 6.0 | 93.8
8 | Cc1ccc(CNC(=O)c2ccccc2NC(=O)CN2CCN(C)CC2)cc1 | 103.2 | 3.0 | 5.5 | 98.8 | 110.6 | 106.6 | 0.0 | 101.7
9 | S=c1[nH]c2cc3ccccc3cc2[nH]1 | 100.2 | -5.2 | -4.1 | 105.4 | 102.7 | 99.2 | 1.0 | 106.0
10 | O=C(NCCCN1CCOCC1)c1cc(-c2cccs2)on1 | 101.4 | -1.5 | ? | 110.5 | 104.3 | 108.3 | 2.0 | 98.4
11 | Cc1ccc(CCNC(=O)c2cc(S(=O)(=O)N3CCOCC3)cn2C)cc1 | 106.2 | -6.1 | 17.7 | 100.4 | 110.7 | 94.6 | 0.0 | 111.2
12 | O=c1c2ccccc2[nH]c(=S)n1CCN1CCc2ccccc2C1 | 92.2 | 3.4 | -0.1 | 98.8 | 94.6 | 87.8 | 0.0 | 87.8
13 | Brc1cccc(Nc2nc(-c3cccnc3)cs2)c1 | 101.8 | 10.2 | -0.2 | 92.6 | 104.5 | 102.5 | 2.0 | 89.6
14 | COc1ccc(CNC(=O)c2ccc(NC(=O)CC3SC(N4CCCCC4)=NC3=O)cc2)cc1 (stereo not drawn) | 103.5 | -0.1 | -2.5 | 115.1 | 93.5 | 104.0 | 0.0 | 103.4
15 | COc1ccc(/C=C2\N=C(SC)NC2=O)cc1 | 94.8 | 22.6 | -3.2 | 93.7 | 101.3 | 102.7 | 1.0 | 110.5
16 | Cc1ccc(S(=O)(=O)N2CCCCC2)cc1 | 109.5 | 7.3 | -29.1 | 113.1 | 137.9 | 109.3 | 0.0 | 118.9
17 | COC(=O)c1sc2ncn(CC(=O)NCCc3ccc(OC)c(OC)c3)c(=O)c2c1C | 101.4 | 35.3 | -18.4 | 96.4 | 98.5 | 99.5 | 0.0 | 90.4
18 | CC(C)CC(=O)NC(NC(=S)Nc1ccccc1)C(Cl)(Cl)Cl (stereo not drawn) | 98.5 | 1.8 | 8.6 | 100.6 | 106.9 | 100.3 | 1.0 | 108.3
19 | O=C(Nc1ccc(F)c(Cl)c1)N1CCCCCC1 | 106.8 | -6.7 | -19.5 | 90.6 | 94.9 | 99.0 | 7.0 | 80.7
20 | O=C(COC(=O)CN1C(=O)c2ccccc2C1=O)Nc1ccccc1 | 95.2 | -2.1 | 0.6 | 92.7 | 102.2 | 95.8 | 3.0 | 90.6

Part of the list above, with two lines to a compound:
Order of results: RPL19A-GFP yeast, VLA-4 inh, GASC-1 inh, AGP1-GFP MLPCN, MEP2 TOR yeast, CIT2 TOR yeast, GRK2 inh, LAP4-GFP MLPCN
1) CCOc1c(Br)cc(C(N)=O)cc1OC
  93.5, 7.5, -0.2, 94.7, 113.3, 93.8, 0.0, 104.9
2) CC(=O)OC(C(=O)n1nc(C)cc1C)c1ccccc1 (stereo not drawn)
  99.7, -5.2, -1.6, 103.3, 97.3, 105.6, 4.0, 100.0
3) CC(C)C(NS(=O)(=O)c1ccc2c(c1)OCCCO2)C(=O)O (stereo not drawn)
  104.4, 23.8, 1.2, 101.5, 96.3, 105.3, 10.0, 97.0
4) O=C(c1cccc(-c2ccc(O)cc2)c1)N1CCOCC1
  90.5, -6.1, 1.9, 106.2, 110.2, 97.7, 0.0, 88.4
5) CCCOc1ccc(C2(C(=O)O)CCCC2)cc1
  100.5, 2.0, 11.1, 90.4, 100.5, ., 3.0, 129.4
6) O=C(Cc1csc(-c2ccccc2)n1)NCc1cccs1
  98.9, -4.2, 8.5, 99.3, 91.3, 80.5, 2.0, 112.3
7) COc1cc(N(C)C)c([N+](=O)[O-])cc1C(=O)N1CCN(Cc2ccccc2)CC1
  95.4, -1.2, 4.0, 96.5, 102.3, 102.0, 6.0, 93.8
8) Cc1ccc(CNC(=O)c2ccccc2NC(=O)CN2CCN(C)CC2)cc1
  103.2, 3.0, 5.5, 98.8, 110.6, 106.6, 0.0, 101.7
9) S=c1[nH]c2cc3ccccc3cc2[nH]1
  100.2, -5.2, -4.1, 105.4, 102.7, 99.2, 1.0, 106.0
10) O=C(NCCCN1CCOCC1)c1cc(-c2cccs2)on1
  101.4, -1.5, ?, 110.5, 104.3, 108.3, 2.0, 98.4
11) Cc1ccc(CCNC(=O)c2cc(S(=O)(=O)N3CCOCC3)cn2C)cc1
  106.2, -6.1, 17.7, 100.4, 110.7, 94.6, 0.0, 111.2
12) O=c1c2ccccc2[nH]c(=S)n1CCN1CCc2ccccc2C1
  92.2, 3.4, -0.1, 98.8, 94.6, 87.8, 0.0, 87.8
13) Brc1cccc(Nc2nc(-c3cccnc3)cs2)c1
  101.8, 10.2, -0.2, 92.6, 104.5, 102.5, 2.0, 89.6
14) COc1ccc(CNC(=O)c2ccc(NC(=O)CC3SC(N4CCCCC4)=NC3=O)cc2)cc1 (stereo not drawn)
  103.5, -0.1, -2.5, 115.1, 93.5, 104.0, 0.0, 103.4
15) COc1ccc(/C=C2\N=C(SC)NC2=O)cc1
  94.8, 22.6, -3.2, 93.7, 101.3, 102.7, 1.0, 110.5

Next part
# | SMILES | RPL19A-GFP yeast | VLA-4 inh | GASC-1 inh | AGP1-GFP MLPCN | MEP2 TOR yeast | CIT2 TOR yeast | GRK2 inh | LAP4-GFP MLPCN
21 | CCCc1nc2sc3c(=O)n(N)cnc3c2c2c1CCCC2 | 99.4 | -5.0 | 9.9 | 87.0 | 101.0 | 101.4 | 0.0 | 92.1
22 | Nc1nccc(-c2ccc(-n3cnc4ccccc43)cc2)n1 | 109.2 | 10.3 | 10.9 | 85.0 | 99.8 | 101.3 | 2.0 | 109.8
23 | Cn1c(=O)c2c(SCC(=O)NCCc3ccccc3)nc(C3CC3)nc2n(C)c1=O | 98.0 | -2.2 | 0.9 | 104.0 | 102.4 | 97.6 | 1.0 | 103.6
24 | CC(C)C(=O)NCCc1c[nH]c2ccccc12 | 106.9 | 13.7 | 4.0 | 108.6 | 108.0 | 119.0 | 1.0 | 99.3
25 | Cc1ccc(S(=O)(=O)N2CCCC2C(=O)NCc2ccccc2F)cc1 (stereo not drawn) | 101.8 | 0.9 | 6.3 | 92.2 | 107.0 | 99.0 | 0.0 | 88.4
26 | COc1ccc([C@H]2CC(=O)C=C(c3cc(F)ccc3F)C2)cc1OC | 95.3 | 13.1 | -0.9 | 94.9 | 95.6 | 87.9 | 0.0 | 106.5
27 | Cc1ccc(NC(=S)NN2CCN(C)CC2)c(C)c1 | 104.2 | -0.2 | 27.3 | 97.8 | 103.1 | 101.5 | 2.0 | 90.6
28 | CC1(C)C2CCC1(C)C(OC(=O)c1ccccc1C(=O)O)C2 (stereo not drawn) | 95.5 | -3.8 | -0.3 | 93.9 | 92.9 | 84.9 | 4.0 | 84.0
29 | CCN(CC)CCNC(=O)C1CCC(=O)N1CCc1ccccc1 (stereo not drawn) | 96.1 | -0.4 | -0.2 | 103.6 | 103.1 | 101.5 | 0.0 | 96.3
30 | CCc1cccc(C)c1NC(=O)CSc1nc(-c2ccccc2F)nc2nc[nH]c12 | 105.1 | -8.0 | -9.3 | 104.1 | 107.8 | 108.0 | 0.0 | 95.2
31 | COc1ccc(NC(=O)c2ccccc2)c([N+](=O)[O-])c1 | 96.8 | 6.2 | -13.2 | 101.8 | 102.1 | 97.8 | 1.0 | 112.6
32 | CN(CC(=O)Nc1ccccc1Cl)C(=O)COC(=O)c1cc([N+](=O)[O-])ccc1N1CCOCC1 | 98.2 | 18.1 | -7.1 | 105.2 | 96.0 | 87.8 | 2.0 | 99.8

An excerpt from above in order of the AGP1-GFP MLPCN value, highest first.
item	Structure	AGP1-GFP MLPCN
10	O=C(NCCCN1CCOCC1)c1cc(-c2cccs2)on1	110.5
4	O=C(c1cccc(-c2ccc(O)cc2)c1)N1CCOCC1	106.2
1	CCOc1c(Br)cc(C(N)=O)cc1OC	94.7
